PfHsp40 yeast – restores yeast growth despite PfHsp40 toxicity; AID 504582; S. cerevisiae expressing PfHsp40, growth rescue, ATP luminescence; 0.68% of 340,000 active; growth rescue, % at 12.5 µM; in the data active = growth rescue above about 28%, passing the limit was not always enough;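 note: yeast W303a lacking pdr1 and pdr3 grown in galactose medium; growth measured after three days at 30 °C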
BoNT-A LC inh2 – blocks Botulinum neurotoxin A light chain protease | multiplex microsphere protease substrate cleavage, flow cytometry | inhibition, % at 10 µM | 0.17% of 360,000 active | AID 588499; note: plate controls were buffer without enzyme for full effect and enzyme alone for no effect
3CLpro inhibitor – SARS-CoV 3CLpro protease inhibition | 0.14% of 290,000 active | inhibition, % at 6 µM | recombinant SARS-CoV 3CLpro, quenched FRET peptide cleavage | P0C6X7; in the data active = inhibition above about 12%
BH1578 lux ind – induces V. cholerae light production without autoinducers. V. cholerae BH1578 lux reporter, luminescence, 6 h. activation, % at 18.7 µM. 0.16% of 350,000 active; in the data active = activation mostly above about 9.7%, no sharp cut-off; note: not every result past the cut was called active; inactives centre near 0; reference of the scale not given here
VHR inh abs – inhibitors of human VHR1 phosphatase (DUSP3); P51452; recombinant VHR phosphatase, pNPP absorbance; inhibition, % at 13.3 µM; 0.52% of 290,000 active; AID 1654; in the data active = inhibition above about 50%; note: some compounds called inactive have numbers as strong as hits
Target sequence (P51452 whole entry, looked up): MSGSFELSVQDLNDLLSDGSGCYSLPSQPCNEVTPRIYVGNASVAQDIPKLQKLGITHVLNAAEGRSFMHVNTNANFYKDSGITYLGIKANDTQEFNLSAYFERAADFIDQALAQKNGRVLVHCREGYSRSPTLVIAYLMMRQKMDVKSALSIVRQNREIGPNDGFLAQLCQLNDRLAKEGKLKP
Anthrax LF inh2 – anthrax lethal factor protease inhibition; multiplex microsphere protease cleavage assay, LF; P15917; 0.12% of 360,000 active; inhibition, % at 10 µM; note: plate controls were buffer without enzyme for full effect and enzyme alone for no effect
Target sequence (P15917 whole entry, looked up): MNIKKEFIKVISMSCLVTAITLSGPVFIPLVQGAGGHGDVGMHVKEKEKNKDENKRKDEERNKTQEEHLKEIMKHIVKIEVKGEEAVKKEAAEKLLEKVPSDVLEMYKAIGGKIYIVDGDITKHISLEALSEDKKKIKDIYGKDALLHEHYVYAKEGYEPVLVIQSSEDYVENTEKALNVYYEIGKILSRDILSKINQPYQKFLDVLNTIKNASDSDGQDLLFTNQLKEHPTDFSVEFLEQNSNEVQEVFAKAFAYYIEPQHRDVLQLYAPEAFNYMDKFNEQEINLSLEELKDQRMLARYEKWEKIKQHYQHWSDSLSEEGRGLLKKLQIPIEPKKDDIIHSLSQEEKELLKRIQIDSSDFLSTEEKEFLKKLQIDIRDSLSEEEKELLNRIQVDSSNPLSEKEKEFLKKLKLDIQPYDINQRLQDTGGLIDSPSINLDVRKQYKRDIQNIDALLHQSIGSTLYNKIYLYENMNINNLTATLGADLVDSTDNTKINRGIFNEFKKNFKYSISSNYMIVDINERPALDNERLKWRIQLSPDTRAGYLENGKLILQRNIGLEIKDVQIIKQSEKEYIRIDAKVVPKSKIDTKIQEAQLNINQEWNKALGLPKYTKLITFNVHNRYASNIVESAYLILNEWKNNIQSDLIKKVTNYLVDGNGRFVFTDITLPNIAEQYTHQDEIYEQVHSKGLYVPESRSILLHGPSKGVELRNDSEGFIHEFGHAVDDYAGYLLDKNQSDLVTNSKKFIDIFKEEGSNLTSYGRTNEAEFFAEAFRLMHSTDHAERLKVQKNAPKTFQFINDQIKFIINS
TcdB GH inh – inhibitors of Clostridioides difficile toxin B glycohydrolase; TcdB glycohydrolase enzymatic assay, plate reader; inhibition, % at 9.99 µM; 0.24% of 350,000 active; AID 652162; in the data active = inhibition above about 10%
Yp Topo-I inh – blocks Yersinia pestis topoisomerase I activity | Y. pestis Topo-I cleavage product accumulation, plate reader | activity, % at 10 µM | 0.064% of 360,000 active | AID 504884; in the data active = activity above about 50%, passing the limit was not always enough; note: inactives centre near 2
CCHFV vOTU inh – CCHFV vOTU protease inhibition. Pep-AMC fluorescence. inhibition, % at 11.5 µM. 0.55% of 370,000 active. AID 651958; in the data active = inhibition above about 30%; note: 0% = vehicle wells with enzyme and 100% = no enzyme wells
PriA SSB inh – K. pneumoniae PriA-SSBct interaction inhibition; AlphaScreen SSBct-PriA binding, biotinylated peptide; inhibition, % at 33 µM; 0.6% of 430,000 active; AID 1272365; in the data active = inhibition mostly above about 37%, no sharp cut-off; inactive = mostly below about 20%;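 note: plate controls were negative control peptide for no effect and reference peptide for full effect; strong numbers were not always called active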
An asterisk follows results filed as active; i = inactive; / = no result given; & = joins results of further samples. Cut-off read from the data, not from the text of the source, unless noted: active = inhibition above about 30%; inconclusive = no clear call, values can overlap the other calls; inactive = below that. Some of the compounds tested; rates above refer to the full screens.

SMILES	PfHsp40 yeast	BoNT-A LC inh2	3CLpro inhibitor	BH1578 lux ind	VHR inh abs	Anthrax LF inh2	TcdB GH inh	Yp Topo-I inh	CCHFV vOTU inh	PriA SSB inh
CN(C)c1oc(COc2ccccc2F)nc1C#N	0.8	-3.4	0.1	/	28.0	-1.3	/	-1.5	2.7	4.9
O=[N+]([O-])c1ccc2c(c1)ncn2CCc1ccccc1	2.0	1.4	0.9	7.1	-8.4	-20.1	0.1	2.9	-11.6	11.6
O=C1CN(C(=O)COC(=O)/C=C/c2ccc(OC(F)F)cc2)c2ccccc2N1	0.1	0.3	7.2	-0.3	23.7	-0.4	0.6	15.6	0.4	-10.2
CC(C)CC(N)c1csc(Nc2ccccn2)n1 (stereo unspecified)	/	-0.5	/	-0.2	/	0.9	1.4	6.7	-5.7	/
COC(=O)[C@@]1(Cc2ccccc2)[C@H]2C(=O)N(C)C(=O)[C@H]2[C@H]2CN=C(SCc3ccccc3)N21	0.2	-0.1	/	i	/	4.2	-2.1	13.5	13.8	-6.3
O=C(NC(c1ccc(Cl)cc1)c1cc(Cl)c2cccnc2c1O)c1cccnc1 (stereo unspecified)	-0.4	0.6	-4.4	1.6	1.3	-0.9	/	-4.0	-0.8	-6.9
Cc1ccc(C)c(NC2=NCC(=O)N2C2CCCCC2)c1	-0.7	-1.0	2.3	-0.6	-1.0	0.3	/	4.6	13.3	9.7
O=C(O)c1cc(S(=O)(=O)Nc2ccc3cn[nH]c3c2)ccc1Cl	-1.4	-0.4	/	i	/	-9.8	10.3*	6.5	6.6	-9.1
COc1ccc(C(C)=O)cc1COC(=O)Cn1cnc2ccccc2c1=O	22.0	-0.8	-1.8	-0.4	-0.2	-6.5	/	4.0	5.3	-7.8
Cc1ccc(S(=O)(=O)N2CCC[C@H]2C(=O)OCCN2C(=O)c3ccccc3C2=O)cc1	1.4	1.3	/	-3.7	/	1.8	-0.9	7.6	-18.0	-4.2
CCn1nc(NC(=O)c2cccs2)c2cc3ccccc3nc21	4.7	0.7	1.7	i	6.0	1.8	1.5	6.8	-18.8	-107.6
CCOC(=O)C1=CC[C@@H](c2ccccc2)N(S(=O)(=O)c2ccc(C)cc2)[C@H]1c1ccc(CC)cc1	/	-0.4	/	/	/	7.0	2.5	/	-9.3	/

Overlap with the part before: 6 entries, then new ones.
SMILES	PfHsp40 yeast	BoNT-A LC inh2	3CLpro inhibitor	BH1578 lux ind	VHR inh abs	Anthrax LF inh2	TcdB GH inh	Yp Topo-I inh	CCHFV vOTU inh	PriA SSB inh
Cc1ccc(C)c(NC2=NCC(=O)N2C2CCCCC2)c1	-0.7	-1.0	2.3	-0.6	-1.0	0.3	/	4.6	13.3	9.7
O=C(O)c1cc(S(=O)(=O)Nc2ccc3cn[nH]c3c2)ccc1Cl	-1.4	-0.4	/	i	/	-9.8	10.3*	6.5	6.6	-9.1
COc1ccc(C(C)=O)cc1COC(=O)Cn1cnc2ccccc2c1=O	22.0	-0.8	-1.8	-0.4	-0.2	-6.5	/	4.0	5.3	-7.8
Cc1ccc(S(=O)(=O)N2CCC[C@H]2C(=O)OCCN2C(=O)c3ccccc3C2=O)cc1	1.4	1.3	/	-3.7	/	1.8	-0.9	7.6	-18.0	-4.2
CCn1nc(NC(=O)c2cccs2)c2cc3ccccc3nc21	4.7	0.7	1.7	i	6.0	1.8	1.5	6.8	-18.8	-107.6
CCOC(=O)C1=CC[C@@H](c2ccccc2)N(S(=O)(=O)c2ccc(C)cc2)[C@H]1c1ccc(CC)cc1	/	-0.4	/	/	/	7.0	2.5	/	-9.3	/
O=C(c1sccc1-c1ccccc1)N1CCN(S(=O)(=O)c2ccccc2F)CC1	-0.8	3.8	/	i	/	-0.7	-0.7	-2.3	-8.1	-5.1
Cn1c(CNC(=O)c2ccccc2F)nnc1SCCOc1ccccc1	-0.7	-0.4	-1.2	i	21.2	-4.5	1.2	4.9	11.4	-4.1
COc1ccc(-n2nc(N)c3c(=O)oc(N(C)C)nc32)cc1	-0.5	0.1	-4.0	i	28.7	-2.8	/	10.8	-0.7	-10.4
Cc1ccc(S(=O)(=O)CCc2nc3ccccc3s2)cc1	3.1	1.1	-0.9	2.6	17.8	-1.6	/	-7.2	2.9	4.8
C[C@H](O)c1[nH]c2cc(F)ccc2c1[C@H](C)O	1.4	-0.3	0.2	i	28.3	-1.1	0.3	-1.7	-13.6	1.3
COC1CC(=O)C2OC(c3ccccc3)OCC2O1 (stereo unspecified)	/	-0.5	/	-0.2	/	-3.1	3.7	1.7	-1.9	/
COc1ccc(CN2C(=O)CN=C2Nc2ccc(C)cc2C)cc1	-0.9	0.3	-3.5	-0.3	-1.4	0.7	/	2.6	8.4	16.4
CCOC(=O)Nc1nnc(-c2cccc(OC)c2)s1	-0.5	0.5	-8.1	-0.4	6.4	-4.8	/	7.5	-16.7	-7.1
CCOC(=O)[C@]12Cc3cc(C)ccc3[C@H]1N(C1CCCCC1)C(=O)c1ccccc12	/	0.1	/	/	/	1.2	-0.5	/	3.9	/
Cc1ccccc1-c1n[nH]c(=S)n1/N=C/c1c(C)nn(-c2ccccc2)c1C	-0.6	1.1	3.3	i	-1.0	1.2	/	-1.1	-13.5	/
CN(C)c1ccc(-c2[nH][nH]c(=O)c2NC(=O)c2ccccn2)cc1	/	0.5	/	/	/	-5.5	-0.9	/	112.8*	/
S=c1[nH]nc(-c2ccc3ncccc3c2)n1-c1ccc2c(c1)OCCO2	-0.1	0.0	1.1	-0.1	7.8	-0.1	0.1	-1.1	-4.8	-7.5

Looked up by structure from the list above (two):
SMILES	PfHsp40 yeast	BoNT-A LC inh2	3CLpro inhibitor	BH1578 lux ind	VHR inh abs	Anthrax LF inh2	TcdB GH inh	Yp Topo-I inh	CCHFV vOTU inh	PriA SSB inh
COC1CC(=O)C2OC(c3ccccc3)OCC2O1 (stereo unspecified)	/	-0.5	/	-0.2	/	-3.1	3.7	1.7	-1.9	/
C[C@H](O)c1[nH]c2cc(F)ccc2c1[C@H](C)O	1.4	-0.3	0.2	i	28.3	-1.1	0.3	-1.7	-13.6	1.3

Further results
SMILES	PfHsp40 yeast	BoNT-A LC inh2	3CLpro inhibitor	BH1578 lux ind	VHR inh abs	Anthrax LF inh2	TcdB GH inh	Yp Topo-I inh	CCHFV vOTU inh	PriA SSB inh
CC1Nc2ncnc(N3CCN(c4ccccn4)CC3)c2N(Cc2ccccc2)C1=O (stereo unspecified)	1.6	-0.3	/	i	/	-2.3	-1.1	10.8	-0.3	10.7
CC(Sc1nnc(C(C)N(C)C)n1-c1ccc(Cl)cc1)C(=O)Nc1ccc2c(c1)OCO2 (stereo unspecified)	2.1	2.8	2.7	7.7	17.3	-3.3	/	16.3	6.4	-4.5
NS(=O)(=O)c1ccc(CCNC(=O)CSc2cccs2)cc1	0.6	-0.7	1.3	-0.2	21.7	3.6	1.2	10.7	8.1	-7.7
COc1ccc(C(=O)NN(C)c2nc(-c3ccccc3)cc(C)c2S(C)(=O)=O)cc1	1.9	0.2	-1.9	-0.4	21.8	-0.4	/	3.1	-6.0	-5.4
CC(C)CNC(=O)C(=O)NCC1OCCCN1S(=O)(=O)c1ccc2c(c1)OCCO2 (stereo unspecified)	0.4	2.5	-2.8	-1.6	5.0	2.8	1.8	2.4	-2.7	-2.1
NC(=O)c1c(NC(=O)C2COc3ccccc3O2)sc2c1CCN(Cc1ccccc1)C2 (stereo unspecified)	0.9	-0.5	4.5	0.0	6.3	-3.0	0.7	-3.2	-6.2	-1.8
O=C(/C=C/c1ccc([N+](=O)[O-])cc1)NCc1ccc2c(c1)OCO2	-1.8	-0.6	1.8	i	14.7	1.6	-1.6	-2.6	8.3	6.2
Cc1ccsc1C(=O)NCCc1ccc(S(N)(=O)=O)cc1	-0.4	-1.8	0.9	-0.5	29.3	-3.7	0.5	-4.6	2.5	2.0
CC1(C(=O)NS(=O)(=O)c2cccc(OC(F)F)c2)CCN1C(=O)Cc1cccs1 (stereo unspecified)	/	-0.4	/	i	/	-1.4	0.5	-4.5	-3.6	/
Cc1cccc(C)c1-n1nnnc1C1(C)CCC(=O)N1Cc1cccc(C(F)(F)F)c1 (stereo unspecified)	/	-0.2	/	/	/	-1.5	3.0	/	14.5	/
COC(=O)c1ccc(NS(=O)(=O)NC(=O)c2c[nH]c3ccccc23)cc1	1.2	-1.2	-2.5	-0.2	16.6	-1.0	-2.4	-3.7	2.6	7.2
O=C(Cc1c[nH]c2ccccc12)NCc1ccc(Cl)cc1	0.6	-0.1	5.4	0.0	2.3	1.1	1.3	-1.4	9.5	9.8
O=C1CCC(=O)N1CCC(=O)N(C(=O)NC1CCCCC1)C1CCCCC1	/	0.1	/	i	/	-8.0	0.2	-6.5	9.6	/
C=CCNc1ncnc2ccc(Br)cc12	0.1	-0.3	1.7	-0.3	-10.8	-5.6	0.7&1.1	3.6	-1.1	-16.0
C/C(CC(=O)Nc1ccc([N+](=O)[O-])cc1)=N\NC(=O)c1ccccc1[N+](=O)[O-]	-0.8	-0.6	1.9	-0.7	27.9	-13.6	0.3	-6.1	11.9	/
CN(C)c1ccc(C=c2c3ccccc3n3c2cc(-c2ccc(Cl)cc2)[n+]3C)cc1	219.0*	6.9	/	i	/	-69.7	2.7	-55.9	46.6*	/
CCc1cccc(CC)c1-n1c(SCC(=O)c2c(N)n(C)c(=O)n(C)c2=O)nnc1-c1cccnc1	-1.5	0.1	-2.6	-0.6	8.5	0.6	/	-2.1	-6.0	-4.6
COC(=O)c1c(N)sc(C(C)=O)c1C	1.0	-1.1	1.6	/	37.7	0.7	1.7	-0.9	8.6	-2.4
Cc1ccccc1NC(=O)CSc1nnc(NC(=O)c2ccco2)s1	-1.4	-1.0	1.9	-0.3	18.1	5.5	8.2	6.3	-8.9	-4.5
Cc1ccccc1Oc1ccc(S(=O)(=O)NCCC(=O)O)cc1	-0.2	0.7	4.9	-4.2	10.8	-4.0	/	7.6	-0.9	-4.4
CCc1ccc2c(c1)c1nnc(NN)nc1n2CC	-2.1	2.0	-3.9	135.0*	14.7	-8.7	-0.3	-0.6	-12.0	9.4
C[C@@]12C(=O)Nc3cc(F)ccc3C(=O)N1[C@H]1c3ccccc3OC[C@@H]1[C@@H]2c1ccccc1	14.6	-0.7	/	i	/	-3.8	/	13.0	/	6.1
O=C(NCCN1CCCC1=O)Nc1ccccc1	0.2	-0.3	0.5	10.6	-0.2	0.1	/	2.7	9.6	0.3
COCCNC(=S)N/N=C(\C)c1ccc(Cl)s1	3.0	/	-0.1	-0.5	19.1	/	0.9	-6.2	3.7	/
COc1ccccc1NC(=O)CSc1ncc(CO)n1Cc1ccc(F)cc1	2.5	-0.7	0.7	-0.2	23.9	-0.1	1.5	21.1	14.7	8.1
COc1ccc(C(=O)NCCS(=O)(=O)N2CCC3(CC2)OCCO3)cc1	-2.6	1.1	/	4.2	/	-1.0	2.9	-1.0	2.0	-9.0
CCC(C)NC(=O)C1CCN(C(=O)COc2ccc3c4c(c(=O)oc3c2C)CCCC4)CC1 (stereo unspecified)	0.6	-1.6	6.5	-0.4	-0.7	-3.1	1.5	2.3	8.0	-6.6
Cc1sc2nc(CSc3nc4ccccc4s3)[nH]c(=O)c2c1C	/	/	5.8	/	-2.4	/	0.1	/	-0.3	/
CCc1ccc(NC(=O)COc2ccc(Br)cn2)cc1	-0.5	-0.6	3.3	-1.3	4.5	1.1	-1.1	-1.1	1.5	2.1
CCC(O)CNC(=O)NC(=C(Cl)Cl)c1ccc(C)c(F)c1 (stereo unspecified)	-1.8	-0.2	2.9	5.6	-7.5	-1.8	0.6	5.3	13.2	-1.1
CC1CCCN(C(=O)C(C)Sc2nc(-c3ccccc3)cc(C(F)(F)F)n2)C1 (stereo unspecified)	0.4	-1.1	0.0	i	19.9	-2.7	/	-0.2	2.5	-73.6
Cc1cc2cc(CCNC(=O)CCCc3ccccc3)c(=O)[nH]c2cc1C	-1.6	2.1	-0.9	-0.3	1.8	-3.2	-9.2	12.9	13.7	3.1

Screening data deposited in PubChem by several laboratories.
